Screens: PubChem, several laboratories
Scp1 inh = Scp-1 (human) phosphatase inhibition; Q9GZU7; Recombinant Scp1, phosphopeptide, malachite green phosphate absorbance; inhibition, % at 20 µM; 340,000 tested, 0.88% active; AID 493091;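 active means inhibition above about 50% at 20 µM, limit read from the data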;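 further: plate controls were DMSO wells with enzyme for no effect and wells lacking enzyme for full effect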
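Assay system: SCP-1 catalytic fragment, aa 76-261 | Buffer or medium: Tris acetate buffer pH 5.5 with MgCl2 and Tween-20 | Compound: One concentration, 20 µM, with 1.0% DMSO | Also added: Phospho 17-mer peptide substrate | Signal: Absorbance at 630 nm | Incubation: 45 min enzyme reaction at room temperature | Measure: % inhibition of SCP-1 phosphate liberation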
NadD inh = NadD (S. aureus) enzyme inhibition; purified NadD enzyme, colorimetric absorbance read-out; inhibition, % at 20 µM; 360,000 tested, 0.78% active; AID 602399; in the data active means inhibition above about 26%; further: some compounds past the cut are filed as inactive
STEP block = inhibitors of human striatal-enriched phosphatase STEP; P54829; recombinant STEP, OMFP fluorogenic substrate, fluorescence; inhibition, % at 20 µM; 360,000 tested, 0.25% active; AID 588621;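 active means inhibition at 20 µM, scaled per plate between control wells, above about 37%, limit read from the data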;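 further: 0% = DMSO with enzyme and substrate and 100% = substrate only without enzyme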
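Assay system: isolated STEP enzyme. Buffer or medium: pH 6.0 Bis-Tris with DTT and Tween 20. Also added: fluorogenic phosphatase substrate OMFP at 25 µM final. Dosing: 20 µM, 1% DMSO. Timing: 20 min reaction, room temperature, in the dark. Measured by: fluorescence intensity, excitation 480 nm, emission 540 nm. Evaluation: normalized % inhibition.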
Rpn11 block = Rpn11 (human) deubiquitinase inhibition | human 26S proteasome, Ub4-pepOG fluorescence polarization; 20S core pre-blocked with epoxomicin | calls only at 20 µM | 360,000 tested, 0.59% active;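 active means inhibition at 20 µM, scaled to each plate's controls, above about 33%, limit read from the data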
DNMT1 block = DNMT1 (human) enzyme inhibition; 360,000 tested, 0.83% active; AID 588458; inhibition (reported as % activation of signal), % at 10 µM; P26358; DNMT1 molecular beacon, Hinp1I cleavage, fluorescence; in the data active means inhibition above about 50%
Target sequence (P26358 504-1616 limits assumed): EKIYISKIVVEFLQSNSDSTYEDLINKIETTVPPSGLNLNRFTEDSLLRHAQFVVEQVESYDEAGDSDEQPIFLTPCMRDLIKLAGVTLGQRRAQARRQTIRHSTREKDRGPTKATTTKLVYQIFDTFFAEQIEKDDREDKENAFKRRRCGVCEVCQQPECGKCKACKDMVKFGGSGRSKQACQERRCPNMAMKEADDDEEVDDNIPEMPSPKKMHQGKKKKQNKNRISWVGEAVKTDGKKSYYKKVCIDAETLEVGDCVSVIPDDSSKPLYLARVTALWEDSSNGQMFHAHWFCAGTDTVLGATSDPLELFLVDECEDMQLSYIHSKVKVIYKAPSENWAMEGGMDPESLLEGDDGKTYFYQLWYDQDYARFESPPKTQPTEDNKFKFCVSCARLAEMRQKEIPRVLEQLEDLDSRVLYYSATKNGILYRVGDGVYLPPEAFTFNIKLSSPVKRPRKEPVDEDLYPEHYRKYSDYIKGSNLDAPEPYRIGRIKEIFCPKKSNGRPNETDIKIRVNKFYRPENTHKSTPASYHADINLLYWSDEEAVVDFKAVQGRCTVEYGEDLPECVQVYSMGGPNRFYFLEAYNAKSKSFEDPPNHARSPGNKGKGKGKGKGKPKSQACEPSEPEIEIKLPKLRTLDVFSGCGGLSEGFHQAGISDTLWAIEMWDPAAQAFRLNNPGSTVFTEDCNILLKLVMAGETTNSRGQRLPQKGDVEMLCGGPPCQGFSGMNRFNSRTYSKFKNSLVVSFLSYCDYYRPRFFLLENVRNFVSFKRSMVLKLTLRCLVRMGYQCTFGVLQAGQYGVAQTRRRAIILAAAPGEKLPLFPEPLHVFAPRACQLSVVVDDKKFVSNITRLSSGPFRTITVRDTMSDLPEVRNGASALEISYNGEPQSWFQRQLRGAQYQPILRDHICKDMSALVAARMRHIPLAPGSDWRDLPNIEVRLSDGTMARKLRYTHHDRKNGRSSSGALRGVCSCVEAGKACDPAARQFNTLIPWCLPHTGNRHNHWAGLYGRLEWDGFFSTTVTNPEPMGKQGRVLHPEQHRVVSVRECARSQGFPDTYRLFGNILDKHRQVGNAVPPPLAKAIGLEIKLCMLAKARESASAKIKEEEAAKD
SUMO1 PPI mod = alters human SUMO1 binding to SIM partners. P63165. SUMO1 binding to a labelled peptide, TR-FRET, 1 h. inhibition, % at 20 µM. 360,000 tested, 0.33% active. AID 602429; in the data active means inhibition above about 37%
LMPTP inh = blocks human LMPTP phosphatase; recombinant LMPTP-A, OMFP fluorogenic substrate, fluorescence intensity; inhibition, % at 20 µM; 360,000 tested, 0.22% active; AID 651560;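 active means compounds that cut the enzyme signal by at least half of the control window in the single-dose screen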;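 further: plate controls were DMSO wells with enzyme plus substrate for no effect and substrate without enzyme for full effect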
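Assay system: LMPTP-A enzyme. Input: 0.625 nM LMPTP-A final. Probe or stimulus: 400 µM OMFP. Compound dosing: single 20 µM dose. Schedule: 50 min dark incubation at room temperature. Detection: fluorescence intensity of OMFP turnover product. Read-out: percent inhibition versus substrate-only and uninhibited controls. Benchmarks: no-enzyme low control, uninhibited high control.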
CSN deneddyl inh = inhibitors of human CSN-mediated cullin deneddylation; Purified CSN, SCF-Nedd8-OG deneddylation, fluorescence polarization; 360,000 tested, 0.38% active; inhibition, % at 12.5 µM; AID 651999;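 active means pattern-corrected inhibition above about 35%, with an unprinted fluorescence ratio check between 0.5 and 1.5, limit read from the data, passing the limit was not always enough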;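 further: 0% = enzyme with substrate and 100% = substrate without enzyme; some results filed as inactive read as strong as hits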
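Assay system: purified human Csn5 enzyme expressed in HEK293T cells; measure: % inhibition; also added: SCFSkp2-Nedd8OG substrate at 10 nM final; technique: fluorescence polarization; times: reaction 90 min, room temperature; medium: Tris buffer pH 7.5, NaCl, DTT, Tween-20, trehalose, ovalbumin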
Rin1-Abl PPI inh = inhibitors of human Rin1-Abl protein interaction. 360,000 tested, 0.4% active. TR-FRET Rin1/Abl binding, biochemical. AID 588664. P00519+Q13671. inhibition, % at 7.35 µM; in the data active means inhibition above about 5%, passing the limit was not always enough
Neddyl block = inhibitors of human cullin neddylation; P61081+Q13564; TR-FRET cullin neddylation, biochemical; calls only at 25 µM; 360,000 tested, 0.58% active; AID 651699; in the data active means inhibition above about 36%
Active calls of the source: *; i = inactive; · = not tested or not shown; + = active, no number. The order is random (roughly 3.8% active in at least one column).

Sample of the layout:
SMILES | Scp1 inh | NadD inh | STEP block | Rpn11 block | DNMT1 block | SUMO1 PPI mod | LMPTP inh | CSN deneddyl inh | Rin1-Abl PPI inh | Neddyl block
NC(=O)c1nsc(C(=O)N(Cc2ccco2)C(C(=O)NCc2ccccc2)c2ccc(O)cc2)c1N (centres undefined) | -1 | 2 | 0 | i | -1 | -14 | 4.4 | -4 | 1 | i
CCOC(=O)c1c(C)[nH]c(N=Nc2cccc(OC)c2)c1C | -5 | -11 | -2 | i | 2 | -4 | 2.8 | -5 | 2 | i

The listing (from the top)
SMILES | Scp1 inh | NadD inh | STEP block | Rpn11 block | DNMT1 block | SUMO1 PPI mod | LMPTP inh | CSN deneddyl inh | Rin1-Abl PPI inh | Neddyl block
NC(=O)c1nsc(C(=O)N(Cc2ccco2)C(C(=O)NCc2ccccc2)c2ccc(O)cc2)c1N (centres undefined) | -1 | 2 | 0 | i | -1 | -14 | 4.4 | -4 | 1 | i
CCOC(=O)c1c(C)[nH]c(N=Nc2cccc(OC)c2)c1C | -5 | -11 | -2 | i | 2 | -4 | 2.8 | -5 | 2 | i
COc1cc(OC)cc(C(=O)N(Cc2ccco2)c2c(N)n(Cc3ccccc3)c(=O)[nH]c2=O)c1 | -4 | -2 | -2 | i | -3 | 2 | -1.1 | 4 | 0 | i
Cc1cc(C)cc(N(CC(=O)NCc2ccco2)C(=O)c2snc(C(N)=O)c2N)c1 | -1 | 5 | -1 | i | -2 | -8 | -0.9 | 2 | -2 | i
C/C(CCc1ccccc1)=N\NC(=O)c1ccc(CN2CCOCC2)cc1 | -9 | -2 | -2 | i | 0 | 0 | 1.1 | 4 | -1 | i
S=C(c1ccc(-c2ccccc2)cc1)N1CCOCC1 | -14 | -5 | 0 | i | 2 | 0 | 0.1 | -1 | -1 | i
Cc1ccc(S(=O)(=O)N2CCC(C(=O)NN3CCCCC3)CC2)cc1 | -3 | -7 | 1 | i | -1 | 2 | -1.1 | 1 | -3 | i
Cn1cccc1Cc1nnc(SCC(=O)NCc2ccccc2Cl)n1-c1ccc(F)cc1 | 2 | -4 | -6 | i | 0 | 4 | -0.4 | -6 | -2 | i
COc1ccc(/C(O)=C2/C(=O)C(=O)N(c3ccccn3)C2c2ccc(OC)cc2)cc1 (centres undefined) | -1 | 7 | 6 | i | 2 | -11 | 2.2 | 4 | 1 | i
COCCNC(=S)N(CCO)Cc1cc2cc3c(cc2[nH]c1=O)OCO3 | -3 | -1 | -2 | i | 4 | -1 | -1.6 | -2 | -2 | i
COc1c(Cl)cc(-c2noc(C)c2C(=O)NCCc2ccc(C)cc2)cc1Cl | -18 | -7 | 1 | i | 8 | 3 | 3.4 | -5 | -4 | i
CCOc1ccc2c(c1)c1nnc(SCC3CCCO3)nc1n2C (centres undefined) | -3 | -2 | -4 | i | 2 | -14 | 0.7 | -1 | -3 | i
Cc1ccccc1NS(=O)(=O)c1cc2c(cc1C)NC(=O)CO2 | -9 | -2 | -8 | i | -3 | 4 | -1.6 | -5 | -1 | i
COCCN(C(=O)CSc1nnc2cc(C)c3ccccc3n12)c1c(N)n(Cc2ccccc2)c(=O)[nH]c1=O | -5 | 4 | 0 | i | -3 | -1 | -2.1 | -1 | -5 | i
Cn1ccnc1SCC(=O)Nc1cc(F)ccc1F | -5 | -3 | -2 | i | 2 | 13 | -1.7 | -1 | 1 | i
Cc1cccc(NC(=O)CN2C(=O)COc3ccc(Cl)cc32)c1 | -11 | -4 | -6 | i | 1 | 1 | -2.3 | 3 | 1 | i
CSc1cccc(NC(C)C(=O)NCc2ccccc2)c1 (centres undefined) | 0 | -4 | -2 | i | -4 | -1 | -1.6 | 9 | -1 | i
O=C(CSc1cccc2cccnc12)N1CCCC1 | 17 | -2 | -3 | + | -22 | 4 | 0.3 | 2 | -2 | ·
O=C(c1ccccc1)N1N=C(c2ccccc2)CC1c1cccs1 (centres undefined) | -19 | -8 | 1 | i | 89* | -1 | 4.8 | -1 | 1 | i
CC(=O)N1CC(C)Sc2ccc(S(=O)(=O)NC3CCCCC3C)cc21 (centres undefined) | -7 | -1 | 0 | i | 0 | 8 | 0.8 | 2 | 0 | i
COc1ccc(CCNC(=O)c2cccc3c2C(=O)N(C2CCCCC2)C3)cc1OC | -8 | -1 | 2 | i | -2 | -1 | 1.0 | -1 | 4 | i
Cc1cccc(NC(=S)NC(=O)c2ccco2)c1C | -5 | 4 | 4 | i | 1 | 7 | 2.2 | 3 | -1 | i
Cc1ccc(S(=O)(=O)N2[C@@H](c3ccc(C(C)(C)C)cc3)C(C(=O)O)=CC[C@H]2c2ccc3c(c2)OCO3)cc1 | -8 | 26 | 2 | i | 4 | 8 | 1.1 | 7 | 2 | i
CC(=O)Nc1ccc(NC(=O)CSc2nnc3ccc(-c4ccc(F)cc4)nn23)cc1 | -9 | -6 | 0 | i | -4 | -14 | -2.5 | -3 | -4 | i
CCOc1ccc(-c2cc(NC(=O)Cn3ncc4c3-c3ccccc3OC4)on2)cc1OCC | -9 | -1 | -1 | i | -16 | 8 | 0.7 | 7 | 0 | i
O=C(Nc1nnc(Cc2ccc([N+](=O)[O-])cc2)s1)Nc1ccccc1F | 1 | 1 | -2 | i | 9 | -1 | 0.7 | 2 | -2 | i
Cc1ccc(C)c(C(=O)CSc2nnnn2-c2cccnc2)c1 | -2 | 1 | 0 | i | 2 | 1 | -0.5 | 3 | 2 | i
O=C(Cc1cccs1)Nc1cccc(C(=O)Nc2ccc(C(=O)O)cc2)c1 | -1 | 0 | -2 | i | 1 | 0 | -0.6 | -15 | 0 | i
CCCCn1cnc2c(SCc3ccc(Cl)cc3)nc(N)nc21 | -7 | 0 | -2 | i | -11 | 6 | 0.6 | -4 | 2 | i
Cc1ccc2nc(Cc3ccc(N)cc3)oc2c1 | -2 | -6 | 0 | i | -7 | -5 | -0.1 | -2 | -2 | i
O=C(COc1cc2oc(=O)c3c(c2cc1Cl)CCC3)NCCCN1CCOCC1 | -4 | -6 | -1 | i | -3 | 7 | -3.9 | 3 | 2 | i
CN(C)c1nc2ccccc2c(N)c1-c1ccccc1 | -2 | 0 | -2 | i | 0 | 1 | 3.7 | 5 | -1 | i
Cc1ccc(S(=O)(=O)N2CCN(CCOc3cccc(C)c3)CC2)cc1 | 2 | -2 | -2 | i | 0 | 0 | 2.4 | -3 | 2 | i
CN(C)c1ccc(/C=C2/NC(=O)NC2=O)cc1 | -8 | -1 | -1 | i | 0 | -25 | -1.2 | 7 | -5 | i
Cc1cc(-c2ccc(S(=O)(=O)N3CCN(c4cccc(C(F)(F)F)c4)CC3)s2)on1 | -5 | -7 | 0 | i | -2 | -11 | 1.4 | 2 | 0 | i
CC(=O)N/C(=C\c1cccs1)C(=O)O | -5 | -3 | 0 | i | 2 | -4 | 0.2 | -9 | -2 | i
Oc1ccc2ccccc2c1C=Nc1ccccc1-c1nc2ccccc2[nH]1 | 4 | 4 | 1 | i | -16 | 13 | 4.3 | 3 | 2 | ·
COCCNC(=O)C1(C)CCCN(C(=O)c2ccccc2OC(F)(F)F)C1 (centres undefined) | · | 3 | -3 | i | 4 | -2 | 0.8 | -3 | -1 | i
COC(=O)c1[nH]c2ccccc2c1NC(=O)CN1CCCCCC1 | -5 | -5 | 1 | i | -5 | -6 | -0.2 | 1 | 0 | i
Cn1c(N=NC(=O)c2ccccc2)c(O)c2ccccc21 | 38 | -3 | 2 | i | -9 | -7 | 4.0 | 5 | -15 | i
CCCC(=O)N1CCC1(C)C(=O)Nc1scc(C)c1C#N (centres undefined) | · | -15 | 0 | i | -1 | 2 | -1.3 | 1 | -1 | i
COc1ccc(S(=O)(=O)N2CCN(C(=O)c3ccccc3Cc3ccccc3)CC2)cc1OC | · | -3 | -2 | i | -1 | 2 | -0.5 | 3 | 0 | i
COC(=O)c1ccc(CN2C(=O)NC(CC(C)C)C2=O)cc1 (centres undefined) | 0 | -2 | -1 | i | -1 | -1 | -0.3 | -1 | 1 | i
CCOC(=O)N1CCN(Cc2nc3cc([N+](=O)[O-])ccc3n2C)CC1 | -6 | -2 | 0 | i | 0 | -10 | -1.1 | 5 | -2 | i
O=C(CSc1nnc2ccccn12)Nc1ncc(Cl)cc1Cl | -8 | -2 | 0 | i | 0 | -1 | 0.6 | -2 | -3 | i
C=CCN(c1ccc(Br)cc1C(=O)OC)S(C)(=O)=O | 4 | -7 | -1 | i | 1 | 1 | -1.3 | -1 | 1 | i
Cn1ccc(C(=O)N/N=C/c2c[nH]c3ccccc23)n1 | 1 | -2 | -2 | i | -5 | -2 | 2.9 | 5 | 1 | i
CC1CCCN(S(=O)(=O)c2ccc(NC(=O)C3CC(=O)N(C(C)(C)C)C3)cc2)C1 (centres undefined) | -4 | -2 | -2 | i | 1 | 2 | 0.0 | 3 | 3 | i
CC(O)(CS(=O)(=O)Cc1cccc(C(F)(F)F)c1)C(=O)Nc1cccc(C(F)(F)F)c1 (centres undefined) | -11 | -10 | 0 | i | -1 | -2 | 0.2 | 1 | 3 | i
CCC(C)N(C(=O)Cn1c(Cl)nc2c1c(=O)n(C)c(=O)n2C)C1CCS(=O)(=O)C1 (centres undefined) | 1 | 2 | 8 | i | -1 | 0 | -1.4 | 3 | 2 | i
COc1cc(C(=O)NCC(c2cccs2)N(C)C)cc(Cl)c1OC(C)C (centres undefined) | -2 | -6 | 3 | i | 3 | 0 | -0.4 | -9 | -5 | i
COc1ccccc1C(=O)NCCC(=O)Nc1cccc(S(=O)(=O)N2CCCC2)c1 | -5 | 0 | -4 | i | -1 | 0 | -0.4 | 0 | -2 | i
CC(=O)c1ccc(OCC(=O)OCC(=O)Nc2sccc2C(N)=O)cc1 | -5 | -2 | -5 | i | -3 | 7 | 0.5 | -5 | 1 | i
O=C(COC(=O)c1ccco1)c1ccc(Cl)cc1 | 3 | -6 | -3 | i | 2 | 21 | 0.1 | -1 | 4 | i
CCOCCCn1c(=NC(C)=O)c(C#N)cc2c(=O)n3ccccc3nc21 | 2 | 3 | 4 | i | 13 | -19 | 3.5 | -5 | -2 | ·
COC(=O)Cc1c(O)ccn(Cc2ccc(OC)c(OC)c2)c1=O | 0 | 4 | -3 | i | 0 | 0 | -1.4 | -1 | 1 | i
COc1cc2c(cc1OC)C(c1ccc(OC)c(OC)c1OC)CC(=O)N2 (centres undefined) | -7 | -1 | -4 | i | 4 | 4 | -1.5 | 2 | -2 | i

Single values from the entries so far:
Cc1ccc2nc(Cc3ccc(N)cc3)oc2c1 | NadD inh = -6
Cc1cccc(NC(=S)NC(=O)c2ccco2)c1C | Scp1 inh = -5
CCC(C)N(C(=O)Cn1c(Cl)nc2c1c(=O)n(C)c(=O)n2C)C1CCS(=O)(=O)C1 (centres undefined) | NadD inh = 2
